DAX1 inh-1: inhibitors of DAX1 repression of SF-1 activated StAR promoter. 370,000 compounds, 1.1% hits. AID 652010. HEK293T StAR-luciferase reporter, SF-1/DAX-1 repression relief. inhibition, % at 6.8 µM;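 active means inhibition above the mean over all tested compounds plus 3 SD, cut at about 3.6% in these data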;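 further: 0% = DAX-1 cells with DMSO and 100% = cells lacking DAX-1 with DMSO; higher inhibition means more luminescence from relief of DAX-1 repression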
hgDAF-12 ag: agonists of H. glycines DAF-12 nuclear receptor. HEK293 GAL4-hgDAF12 UAS-luciferase reporter, agonist luminescence; normalized to butyrate control. activation, % at 6.8 µM. 370,000 compounds, 1.8% hits;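 active means activation above a cutoff set at the mean of all screened compounds plus 3 SD, cut at about 10% in these data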;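 further: 0% = DMSO wells and 100% = sodium butyrate wells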
MBD2 inh: inhibitors of human MBD2 binding to methylated oligonucleotide; Q9UBB5; TR-FRET; inhibition, % at 4.4 µM; 370,000 compounds, 0.31% hits; in the data active means inhibition above about 13%
ADAM17 inh: inhibitors of human ADAM17; P78536; recombinant ADAM17, EDANS/DABCYL FRET peptide cleavage; inhibition, % at 6.95 µM; 370,000 compounds, 0.83% hits;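 active means inhibition above the mean of compounds lying between control limits plus 3 SD, set per campaign, cut at about 8.5% in these data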;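 further: 0% = DMSO-only wells as the low control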
ssDAF12 agonist: activates DAF-12 receptor from parasite S. stercoralis | HEK293 ssDAF-12/GRIP1 lit1-tk-luc reporter, luminescence; % of 3 µM dafachronic acid response | activation, % at 6.8 µM | 370,000 compounds, 1% hits | AID 652126;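 active means activation above the mean over all tested compounds plus 3 SD, cut at about 0.9% in these data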;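 further: 0% = DMSO-only wells and 100% = 3 µM delta7-dafachronic acid wells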
PLC-beta3 inh: blocks human PLC-beta3 enzyme activity; Q01970; Purified PLC-beta3, fluorogenic substrate, fluorescence; inhibition, % at 12.2 µM; 370,000 compounds, 0.18% hits; AID 720704; in the data active means inhibition above about 11%;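 further: 0% = median of compound wells on plate and 100% = full blocker control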
SMARCA2 activ: activators of SMARCA2 function | AID 652017 | 370,000 compounds, 1% hits | MG213 cells, MMTV-luciferase reporter, dexamethasone, overnight | activation, % at 9.1 µM; in the data active means activation above about 7.8%;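 further: 0% = vehicle wells and 100% = reference activator wells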
NR1D1 modulator: Rev-erb alpha (human) modulation. Rev-erbα–FITC-DNA binding, fluorescence polarization, 90 min. activity, % at 10 µM. 370,000 compounds, 0.79% hits;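 active means activity above about 14%, limit read from the data; passing the limit was not always enough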;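 further: 0% = DMSO wells with 35 nM protein and 100% = DMSO wells with 750 nM protein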
hcDAF12 agonist: activates DAF-12 receptor from parasite H. contortus; HEK293 hcDAF-12 lit1-tk-luc reporter, luminescence; 0% DMSO, 100% Δ7-dafachronic acid; activation, % at 6.8 µM; 370,000 compounds, 1.4% hits;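 active means activation above the mean of all tested compounds plus 3 SD, cut at about 5.5% in these data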;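 further: 100% = response to 3 µM Δ7-dafachronic acid high control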
PLC-gamma1 inh: inhibitors of human phospholipase C gamma1 | P19174 | purified PLC-gamma1, fluorogenic substrate, fluorescence | inhibition, % at 12.2 µM | 370,000 compounds, 0.84% hits; in the data active means inhibition above about 9.5%
DAX1 inh-2: inhibitors of human orphan nuclear receptor DAX1 (NR0B1); P51843; HEK293 Gal4-DAX1 luciferase reporter, luminescence; inhibition, % at 6.75 µM; 340,000 compounds, 0.99% hits; AID 504766;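 active means inhibition above the mean over all tested compounds plus 3 SD, cut at about 4.2% in these data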;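 further: 0% = DAX1-transfected cells with DMSO and 100% = empty-vector control cells with DMSO; inhibition shows as a rise in luminescence from relieved DAX1 repression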
An asterisk follows results filed as active; i = inactive; . = not tested or not shown.

SMILES | DAX1 inh-1 | hgDAF-12 ag | MBD2 inh | ADAM17 inh | ssDAF12 agonist | PLC-beta3 inh | SMARCA2 activ | NR1D1 modulator | hcDAF12 agonist | PLC-gamma1 inh | DAX1 inh-2
COCCOC(=O)N(C)C[C@@H]1OCCCC[C@H](C)Oc2ccc(NC(=O)Nc3ccccc3)cc2C(=O)N([C@@H](C)CO)C[C@H]1C | . | -0.7 | 2.1 | -1.7 | -1.2 | -0.2 | . | -9.2 | 0.5 | -0.3 | .
O=[N+]([O-])C(/C=C(/Cl)[N+](=O)[O-])=C(N1CCCCC1)N1CCCCC1 | -0.5 | -1.8 | -3.7 | -1.4 | -1.2 | 0.5 | 0.1 | 4.6 | 0.6 | -1.1 | 0.8
O=C(Cc1cccs1)N1CCN(S(=O)(=O)c2ccccc2)CC1 | 0.2 | -0.9 | 1.8 | 3.0 | -1.0 | 3.9 | 0.2 | -0.4 | -0.8 | 3.4 | 0.4
NS(=O)(=O)c1ccc(CNC(=O)CCCSc2ccccc2)cc1 | -0.5 | -1.5 | -0.7 | 0.0 | -0.5 | -13.7 | -0.3 | -1.9 | 1.7 | -3.1 | 0.0
COc1ccc(CC(=O)OCCN(C)C)cc1 | 0.0 | -0.4 | 1.6 | -2.3 | -0.9 | 2.6 | -3.5 | 0.0 | -1.0 | -0.5 | -0.2
C=CCN(CC=C)C(=S)NC(=O)c1ccc(C)c(Br)c1 | -1.5 | 1.7 | -1.3 | 0.2 | -1.0 | -5.4 | 4.6 | 1.3 | -0.4 | -2.0 | -0.5
COc1ccc(OC)c(-n2c(SCC(=O)Nc3cc(C)on3)nnc2-c2c[nH]c3ccccc23)c1 | -0.1 | -2.4 | 4.8 | 4.3 | -1.1 | 1.7 | -0.7 | -1.7 | -2.4 | 3.0 | 0.1
Cc1cccc(N2CCN(CC(O)COc3ccc(Cl)cc3)CC2)c1 (stereo unspecified) | 0.0 | -2.5 | 1.2 | 0.4 | -0.9 | -3.5 | 0.7 | -1.0 | -1.6 | 4.4 | 1.4
O=C(Nc1ccc(Cl)cc1)C1CCCN(c2cnccn2)C1 (stereo unspecified) | -1.8 | -2.6 | 7.2 | -17.6 | -0.7 | -62.0 | 0.4 | 2.1 | -1.1 | -32.1 | -2.0
Cc1nnsc1SC(C)C(=O)O (stereo unspecified) | -0.2 | -3.6 | -2.7 | -3.2 | -0.9 | 2.6 | -0.3 | -3.0 | -0.6 | 1.8 | -1.2
N#C/C(=C/C1=C(N2CCOCC2)C(=C/c2ccc(Cl)cc2Cl)/CC1)C(=O)Nc1ccccc1F | -0.3 | -1.3 | 2.1 | -5.9 | -1.2 | -1.4 | 0.3 | 3.5 | 0.2 | -2.2 | 1.1
CCOc1ccc(N)c(SSc2cc(OCC)ccc2N)c1 | -0.3 | 6.8 | 8.3 | -4.5 | 0.0 | -22.4 | 2.4 | 0.2 | 2.2 | -14.5 | -0.2
CCCCOC(=O)Nc1cccc(C(C)=O)c1 | 1.1 | 3.1 | 1.9 | -4.2 | -0.6 | -0.1 | 1.9 | 0.7 | 0.1 | -1.3 | 1.2
COc1nc(N)nc2c1ncn2C1OC(CO)CC1O (stereo unspecified) | -0.9 | 3.1 | 3.4 | -2.3 | -1.1 | 0.8 | -2.8 | -4.2 | -0.6 | 3.1 | -0.3
O=C(Cc1ccccc1)NNC(=S)Nc1ccc(Cl)cc1 | 0.3 | 1.3 | 0.3 | 2.1 | -1.2 | -0.7 | -0.6 | 2.7 | -0.2 | 4.3 | 0.1
Oc1c(Cl)cc(Cl)cc1C=Nc1cc(C(F)(F)F)ccc1N1CCc2ccccc2C1 | 3.4 | 20.3* | -3.0 | -12.3 | 3.2* | -34.1 | 6.5 | -5.8 | 20.7* | -19.9 | 1.9
Nc1c(C(=O)Nc2ccc(F)cc2)sc2nc(-c3ccco3)ccc12 | -0.6 | 1.8 | -5.6 | -42.3 | -0.4 | i | -3.2 | -21.4 | -1.7 | i | 0.1
COCCCNC(=S)NNC(=O)c1ccc2c(c1)OCO2 | -0.3 | 0.6 | -0.1 | 3.9 | -1.2 | 0.9 | 2.6 | -6.2 | 1.5 | -1.0 | 0.3
COc1cc2c(C#CCCCO)c(-c3ccsc3)oc(=O)c2cc1OC | -0.7 | -1.1 | 6.0 | -9.7 | -1.4 | -30.2 | 2.5 | 5.5 | -1.1 | -22.2 | -0.1
CSCC[C@H](NC(=O)[C@@H]1Cc2ccccc2CN1)C(=O)Nc1ccc2c(c1)OCCO2 | -0.8 | 3.1 | -2.0 | 2.8 | -1.2 | 0.6 | -1.4 | -0.9 | -1.6 | -0.7 | 1.8
Cc1ccc(C(=O)Nc2ccccc2Oc2ccccc2)cc1[N+](=O)[O-] | -0.7 | -1.5 | -0.7 | 5.5 | -0.4 | -13.5 | 3.0 | 1.5 | 0.1 | 6.5 | -0.6
COc1ccc(C2C(C#N)=C(N)Oc3cc(C)n(CCN4CCOCC4)c(=O)c32)cc1OC (stereo unspecified) | -0.1 | 0.1 | 0.9 | -5.8 | -1.0 | 0.4 | 0.9 | 2.1 | 0.9 | 1.1 | -0.2
COc1ccc(C(=O)N2CCC(C(=O)Nc3ccc4c(c3)OCO4)CC2)cc1 | -0.3 | -2.9 | 6.2 | -3.1 | -1.3 | -2.9 | 0.0 | 2.5 | -1.7 | -0.6 | 2.2
Cc1cc(/C=C2\SC(=S)NC2=O)c(C)n1C | -0.3 | -0.4 | 6.4 | -3.0 | -1.9 | -22.8 | -2.0 | -20.6 | 1.4 | -6.9 | 2.0
Cc1ccc2c(cnn2C(=O)CCC(=O)NC2CCCC2)c1 | 1.0 | -0.1 | 1.4 | -4.0 | 0.1 | -2.1 | -2.4 | 8.5 | 0.8 | -0.6 | 0.8
Fc1ccc(-c2nc3c(-c4ccc(F)cc4)cnn3cc2CCN2CCOCC2)cc1 | -0.6 | -3.3 | 0.2 | 2.9 | -2.2 | -36.9 | -2.7 | 0.1 | -2.4 | -16.6 | -0.8
COC(=O)CC1C(=O)NCCN1C(=O)c1oc2c(C)c(C)ccc2c1C (stereo unspecified) | 0.4 | -1.5 | 0.8 | -2.4 | -1.0 | 2.9 | -1.7 | 4.0 | -0.4 | 1.0 | 1.2
NC(=O)C1(N2CCCCC2)CCN(C(=O)CSc2nc(C(F)(F)F)cc(=O)[nH]2)CC1 | -1.1 | -0.9 | 1.6 | -3.2 | -0.5 | -1.9 | 1.0 | 3.7 | -0.7 | 0.5 | 1.7
c1ccc(CN2CCN(c3ncnc4sccc34)CC2)cc1 | . | -4.3 | -8.5 | 1.5 | -2.3 | -0.5 | . | 3.5 | -5.4 | 5.5 | .
C=CC(=O)NC1CCCCN(C)C1=O (stereo unspecified) | 1.2 | 3.5 | 4.1 | -5.4 | -1.2 | -0.2 | -2.8 | 6.7 | 1.4 | 0.1 | .
NC(=O)C1CCN(C(=O)c2cccc(S(=O)(=O)N3CCc4ccccc4C3)c2)CC1 | 0.5 | 1.6 | -7.1 | 0.5 | -2.4 | -2.9 | 0.5 | 1.7 | -1.8 | 1.8 | -0.3
CN1C(=O)Cn2c1nc1ccccc12 | 0.6 | -0.1 | 5.5 | 0.5 | -0.7 | 4.1 | 2.3 | -9.1 | 1.0 | -0.2 | 1.3
CCCS(=O)(=O)NC(=O)C1(C)CCCN(C(=O)C2(c3ccc(Cl)cc3)CCCC2)C1 (stereo unspecified) | -0.8 | -0.9 | -1.7 | -2.9 | -1.0 | 1.1 | -3.6 | -0.1 | 0.0 | 7.2 | .
OCCC1CN(Cc2c(F)cccc2Cl)CCN1C1CCCCC1 (stereo unspecified) | 0.5 | 1.8 | -3.6 | -3.1 | -1.0 | -4.4 | 2.0 | -5.0 | 1.8 | -0.4 | -0.4
COc1ccc(N2CCN(C(=O)COC(=O)Cc3cccc(OC)c3)CC2)cc1 | -0.5 | -3.0 | 2.6 | -0.2 | -1.7 | 3.9 | 0.7 | -3.3 | -2.1 | 1.7 | 0.8
O=C(Nc1cccc(Cn2cccn2)c1)c1cc2c(s1)CCCC2 | -1.2 | 5.6 | 5.5 | 2.4 | -1.8 | -6.2 | -1.3 | 1.0 | -0.7 | 2.6 | -0.9
Cc1ccc(/C=N\NC(=O)Cc2noc3ccccc23)cc1 | -0.1 | 1.9 | 2.3 | -1.3 | -1.1 | -3.9 | -0.9 | 4.2 | -1.1 | 0.7 | -0.8
COc1ccc(C(=O)c2ccc(Cl)cc2)cc1 | 1.3 | 2.7 | -5.4 | -3.3 | -0.8 | 0.7 | 1.1 | 6.2 | -0.1 | 0.6 | 0.5
O=S1(=O)N[C@H](Cc2ccccc2)COc2cc(N3CCOCC3)ccc21 | 0.8 | 3.7 | -0.6 | -2.3 | -1.4 | 1.3 | -2.0 | 11.1 | 4.7 | -1.4 | .
CCc1ccc(NC(=O)c2ccc3nc(N)sc3c2)cc1 | 1.1 | 5.5 | -2.1 | -1.4 | -0.6 | -7.5 | 4.6 | 0.2 | 0.3 | -5.7 | 1.0
COc1cc(CC(=O)Nc2cc(S(=O)(=O)N3CCOCC3)ccc2N2CCCC2)cc(OC)c1OC | -0.8 | -0.7 | -4.3 | -1.9 | -1.3 | -6.0 | 2.4 | -4.4 | -2.9 | 0.1 | 0.5
Cc1nc(SCC(=O)N(C)C2(C#N)CCCCC2)c2ccccc2n1 | 0.2 | 1.1 | 0.0 | -3.2 | -1.1 | -6.0 | -1.1 | 0.1 | -1.0 | -4.4 | -0.2
CN(Cc1ccccc1)C(=O)c1ccc(S(=O)(=O)N(C)c2ccccc2)cc1 | 0.4 | -3.0 | -3.5 | 0.8 | -1.8 | -2.4 | 1.0 | 2.7 | -2.7 | -0.3 | -0.2
Cc1ccccc1-c1cc(C(=O)NCc2ccco2)nn1CC1CC(c2cccc([N+](=O)[O-])c2)=NO1 (stereo unspecified) | 0.0 | -1.6 | 5.7 | 4.2 | -1.4 | 4.7 | 0.0 | 4.8 | -2.4 | 3.0 | -0.6
CNS(=O)(=O)c1cccc(C(=O)OCC(=O)c2ccc(S(=O)(=O)N3CCCCC3)cc2)c1 | -1.2 | -1.5 | 0.4 | 0.3 | -1.1 | -4.8 | -2.1 | 2.2 | -0.1 | 0.2 | 0.1
CCOC(=O)N1CCN(Cc2nnc(-c3ccccc3C)o2)CC1 | 0.4 | 1.1 | 5.2 | -9.4 | 0.0 | -7.8 | -3.0 | 1.6 | -1.7 | -2.0 | -0.9
C/C(=N\Nc1nc(-c2ccccc2O)nc2ccccc12)c1ccccc1 | 0.7 | 4.7 | 2.2 | -1.2 | -0.4 | -22.6 | -2.1 | 2.3 | 4.7 | -8.4 | -1.7
Nc1nc2ccc(NC(=O)c3ccco3)cc2s1 | 0.2 | 7.5 | -6.9 | 0.2 | -0.3 | -4.8 | 3.4 | -2.9 | 4.1 | 0.5 | 0.7

Compounds listed so far that have an NH in an aromatic ring:
SMILES | DAX1 inh-1 | hgDAF-12 ag | MBD2 inh | ADAM17 inh | ssDAF12 agonist | PLC-beta3 inh | SMARCA2 activ | NR1D1 modulator | hcDAF12 agonist | PLC-gamma1 inh | DAX1 inh-2
COc1ccc(OC)c(-n2c(SCC(=O)Nc3cc(C)on3)nnc2-c2c[nH]c3ccccc23)c1 | -0.1 | -2.4 | 4.8 | 4.3 | -1.1 | 1.7 | -0.7 | -1.7 | -2.4 | 3.0 | 0.1
NC(=O)C1(N2CCCCC2)CCN(C(=O)CSc2nc(C(F)(F)F)cc(=O)[nH]2)CC1 | -1.1 | -0.9 | 1.6 | -3.2 | -0.5 | -1.9 | 1.0 | 3.7 | -0.7 | 0.5 | 1.7

Source: PubChem BioAssay
